# Assay outcomes: PubChem, several laboratories
# NFkB transloc inh: blocks IL-1B driven NFkB nuclear translocation in HUVEC cells | 0.43% of 94,000 active | inhibition, % at 2 µM | HUVEC IL-1B NFkB p65 nuclear translocation imaging | AID 796;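 active means inhibition above about 30% together with a positive call from visual inspection of the well image, limit read from the data; inconclusive means inhibition above a set limit but visual check negative; inactive means inhibition not above a set limit, visual check negative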;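 further: nuclear over cytoplasmic p65 intensity ratio measured by imaging; 0% = IL-1B stimulated DMSO wells and 100% = unstimulated DMSO wells; values of inactives mirror those of a sister screen read the other way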
# MRP reversal: MRP-mediated drug resistance reversal; H69AR cells + 2 uM doxorubicin, CellTiter-Glo, 72 h; differential viability (reversal), % at 10 µM; 0.04% of 85,000 active; AID 602;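 active means viability drop by adding the cancer drug above about 55%, with treated viability meeting a 40% cutoff, limit read from the data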;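 further: viability without doxorubicin minus viability with 2 µM doxorubicin for each compound; larger differential means the compound sensitizes cells more to doxorubicin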
# IL1B NFkB pot: enhances IL-1B driven NFkB nuclear translocation; HUVEC IL-1B NFkB p65 nuclear translocation imaging; activation, % at 2 µM; 0.3% of 94,000 active; AID 819;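 active means activation above 40%, about the mean plus 3 SD, also judged a hit on visual image review; inconclusive means activation above 40% but not a hit on visual review; inactive means activation not above 40% and no visual hit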;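 further: percent activation is computed from the nuclear over cytoplasmic p65 intensity ratio; values of inactives mirror those of a sister screen read the other way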
# Bcl-B displacement: displacers of TR3 peptide from Bcl-B, primary screen, selectivity assay for Bfl-1 inhibitor project, biochemical, fluorescence polarization; FP displacement of FITC-TR3 peptide from Bcl-B; higher % means a stronger effect; one-dose displacement, % at 20 µM; IC50 in µM for titrated hits; 0.11% of 96,000 active; AID 748;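 active means displacement above 50% at 20 µM plus a fluorescence interference ratio under 1.5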;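 further: plate controls were wells without compound for no effect and wells lacking Bcl-B protein for full effect; a part of the inactive calls stands beside numbers as strong as those of hits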
# PLAP inhibition: PLAP enzyme inhibitors, biochemical, luminescence, HTS (AID 690). 0.08% of 96,000 active. purified PLAP, luminescent substrate; higher % means a stronger effect. inhibition, % at 20 µM; hits with a dose series show IC50 in µM; in the data active means a potency from the dose series; inactive means the rest, 99 in 100 with inhibition below about 30%; further: strong numbers were not always called active
# MRP reversal cytotoxicity: second read-out of MRP reversal, no call of its own (marks repeat the call); viability, %; H69AR cells, CellTiter-Glo, 72 h; measured here: cytotoxicity without doxorubicin
# MRP reversal with doxorubicin: also measured in MRP reversal; calls as there; viability, %; measured here: viability with 2 uM doxorubicin; hits give low values
# NFkB transloc inh cell count 2 µM: recorded beside NFkB transloc inh, whose call it bears; cell count; measured here: cells passing quality filter;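 raw number of nuclei counted in each imaged well without normalization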
# IL1B NFkB pot cell count 2 µM: also measured in IL1B NFkB pot; calls as there; cell count; measured here: cells passing quality filter
# Active calls of the source: *; ? = inconclusive; . = no result given. Some of the compounds tested, so the mix of outcomes need not match the whole.
SMILES,NFkB transloc inh,NFkB transloc inh cell count 2 µM,MRP reversal,MRP reversal cytotoxicity,MRP reversal with doxorubicin,IL1B NFkB pot,IL1B NFkB pot cell count 2 µM,Bcl-B displacement,PLAP inhibition
CCOc1ccc(OCC)c(NC(=O)CCn2cccc2)c1,-12,122,-2,82,84,12,122,7%,14%
Cc1ccc(C(=O)NC2CCCc3ccccc32)o1 (stereo not given),4,104,4,96,92,-4,104,2%,-10%
O=C(O)CCC(=O)NC1CCCCC1NC(=O)CCC(=O)O (stereo not given),-13,140,.,.,.,13,140,.,.
CC1CCN(C(=S)c2ccc(O)cc2)CC1,8,173,16,99,83,-8,173,17%,10%
O=S(=O)(Nc1nc2ccc(S(=O)(=O)N3CCCCC3)cc2s1)c1ccccc1,-3,55,18,98,80,3,55,-3%,-15%
O=C(CCS(=O)(=O)c1cccc2nonc12)N1CCOCC1,.,.,23,109,86,.,.,-5%,14%
Cc1ccc(NC(=O)c2ccccc2CCc2ccccc2)c(C)c1,.,.,.,.,.,.,.,-2%,9%
Cc1ccc(/C=C(/C#N)C(=O)NC(=O)Oc2ccccc2)cc1,-17,170,8,95,87,17,170,2%,-15%
Cc1ccc2c(CC(=O)NCc3ccc4c(c3)OCO4)coc2c1,-2,76,2,94,91,2,76,-2%,23%
Fc1ccccc1CSc1nnc(-c2cccs2)o1,-9,114,11,94,83,9,114,-2%,10%
CC1CCN(CCCNC(=O)C2CC(=O)N(C3CCCCCC3)C2)CC1 (stereo not given),4,124,-2,89,91,-4,124,7%,-41%
CC(C)Nc1c(N)c(=O)oc2ccccc12,8,86,3,86,83,-7,86,5%,4%
CS(=O)(=O)N1CCC(C(=O)NCc2ccncc2)CC1,-7,97,.,.,.,7,97,-3%,23%
Cc1ccc(-c2nn3c(C)nnc3c3ccccc23)cc1S(=O)(=O)NCc1ccccc1,-3,181,.,.,.,3,181,-15%,8%
COc1cc(OC)c(N2CC34C=CC(O3)C(C(=O)O)C4C2=O)cc1Cl (stereo not given),5,154,7,97,90,-5,154,2%,-18%
CC(C)N(C(=O)CSc1nc2ccccc2n1-c1ccccc1)C(C)C,0,171,3,81,77,0,171,-15%,-51%
CCCCN1C(=O)C(NC(C)=O)c2ccccc21 (stereo not given),-1,119,1,109,108,1,119,-3%,-11%
CCOP(=O)(O)c1ccccc1OCCOc1ccccc1P(=O)(O)OCC,-11,180,-3,101,103,11,180,5%,-15%
COc1cccc(OC)c1C(=O)Nc1c(C)n(C)n(-c2ccccc2)c1=O,1,92,10,100,90,-1,92,-1%,-14%
CCN1CCN(C(=S)c2ccc(SC)cc2)CC1,15,157,5,98,93,-15,157,1%,14%
Cc1ccc(NC(=O)c2cccs2)cc1NC(=O)c1ccco1,21,56,-9,77,86,-21,56,-10%,22%
CCOc1ccccc1N1CCN(CC(=O)Nc2nnc(CC)s2)CC1,10,142,.,.,.,-10,142,.,.
O=C(NCc1ccc2c(c1)OCO2)C1CCCN(S(=O)(=O)c2cccc3nonc23)C1 (stereo not given),8,57,8,88,80,-8,57,-123%,-13%
Cc1cc(C)n(-c2nnc(C)n2/N=C/c2cc(Br)ccc2OCc2ccccc2)n1,-8,94,-46,26,71,8,94,4%,-47%
O=C(CSc1nnc(CNc2ccccc2)o1)N1CCN(C(=O)c2ccco2)CC1,-17,154,.,.,.,17,154,.,.

# Copied from the listing, 15 compounds:
SMILES,NFkB transloc inh,NFkB transloc inh cell count 2 µM,MRP reversal,MRP reversal cytotoxicity,MRP reversal with doxorubicin,IL1B NFkB pot,IL1B NFkB pot cell count 2 µM,Bcl-B displacement,PLAP inhibition
CCOc1ccc(OCC)c(NC(=O)CCn2cccc2)c1,-12,122,-2,82,84,12,122,7%,14%
Cc1ccc(C(=O)NC2CCCc3ccccc32)o1 (stereo not given),4,104,4,96,92,-4,104,2%,-10%
O=C(O)CCC(=O)NC1CCCCC1NC(=O)CCC(=O)O (stereo not given),-13,140,.,.,.,13,140,.,.
CC1CCN(C(=S)c2ccc(O)cc2)CC1,8,173,16,99,83,-8,173,17%,10%
O=S(=O)(Nc1nc2ccc(S(=O)(=O)N3CCCCC3)cc2s1)c1ccccc1,-3,55,18,98,80,3,55,-3%,-15%
O=C(CCS(=O)(=O)c1cccc2nonc12)N1CCOCC1,.,.,23,109,86,.,.,-5%,14%
Cc1ccc(NC(=O)c2ccccc2CCc2ccccc2)c(C)c1,.,.,.,.,.,.,.,-2%,9%
Cc1ccc(/C=C(/C#N)C(=O)NC(=O)Oc2ccccc2)cc1,-17,170,8,95,87,17,170,2%,-15%
Cc1ccc2c(CC(=O)NCc3ccc4c(c3)OCO4)coc2c1,-2,76,2,94,91,2,76,-2%,23%
Fc1ccccc1CSc1nnc(-c2cccs2)o1,-9,114,11,94,83,9,114,-2%,10%
CC1CCN(CCCNC(=O)C2CC(=O)N(C3CCCCCC3)C2)CC1 (stereo not given),4,124,-2,89,91,-4,124,7%,-41%
CC(C)Nc1c(N)c(=O)oc2ccccc12,8,86,3,86,83,-7,86,5%,4%
CS(=O)(=O)N1CCC(C(=O)NCc2ccncc2)CC1,-7,97,.,.,.,7,97,-3%,23%
Cc1ccc(-c2nn3c(C)nnc3c3ccccc23)cc1S(=O)(=O)NCc1ccccc1,-3,181,.,.,.,3,181,-15%,8%
COc1cc(OC)c(N2CC34C=CC(O3)C(C(=O)O)C4C2=O)cc1Cl (stereo not given),5,154,7,97,90,-5,154,2%,-18%

# Single values from the entries so far.
# MRP reversal result of Cc1ccc(NC(=O)c2cccs2)cc1NC(=O)c1ccco1 : -9
# Bcl-B displacement result of CS(=O)(=O)N1CCC(C(=O)NCc2ccncc2)CC1 : -3%

# (listing goes on)
SMILES,NFkB transloc inh,NFkB transloc inh cell count 2 µM,MRP reversal,MRP reversal cytotoxicity,MRP reversal with doxorubicin,IL1B NFkB pot,IL1B NFkB pot cell count 2 µM,Bcl-B displacement,PLAP inhibition
O=C(Nc1cnc2sc3c(n2c1=O)CCCC3)c1ccc(F)cc1,-26,189,0,89,89,26,189,2%,-9%
COC(=O)C1=C(C)NC(=O)CC1c1cc(Br)ccc1F (stereo not given),.,.,-10,91,100,.,.,-8%,29%
COc1ccc(S(=O)(=O)N(Cc2nc3ccccc3c(=O)[nH]2)C2CCCC2)cc1,-4,112,-11,52,63,4,112,-6%,-21%
Cc1ccc(N(C)C(=O)N2CCN(S(=O)(=O)c3ccc(C)c(C)c3)CC2)cc1,-10,174,18,91,73,11,174,0%,-61%
O=C(COc1ccccc1)NCC(=O)NC1=NCCS1,6,175,2,96,94,-6,175,0%,-48%
COc1ccc(CCNC(=O)c2c(O)c3cccc4c3n(c2=O)CC4)cc1,-6,103,1,93,92,6,103,0%,20%
CCc1c(C)sc(NC(=O)C2CCCO2)c1C#N (stereo not given),-3,173,0,79,79,3,173,.,.
CCc1cc2c(=O)nc3n(c2s1)Cc1ccccc1/C3=C(/O)c1ccc(F)cc1,2,141,7,58,51,-2,141,12%,-25%
O=C(CN1CCN(c2ccc(Cl)cc2)CC1)Nc1ccc(F)c(F)c1,-8,88,-4,90,94,8,88,-2%,0%
COc1ccc(C)cc1S(=O)(=O)N(C)CC(=O)NC1CC1,3,146,.,.,.,-3,146,-6%,6%
Cc1ccc(NC(=O)CCC(=O)NNC(=O)c2cccs2)c(C)c1,-4,118,.,.,.,4,118,9%,-21%
CCS(=O)(=O)N1CCN(c2c(Cl)cccc2[N+](=O)[O-])CC1,-11,153,.,.,.,11,153,4%,4%
CCOc1ccc(-c2cc(C(=O)N3CCN(C)CC3)c3ccccc3n2)cc1,.,.,-2,60,62,.,.,2%,-60%
Cc1ccc(S(=O)(=O)CCc2nc3ccccc3n2CCC#N)cc1,-11,101,-6,14,20,11,101,-4%,16%
O=C(NCc1ccc(F)cc1)c1noc2c1CCCC2,-31,95,3,105,102,31,95,-7%,4%
CCC(C)(C)NC(=O)CN(C(=O)c1snc(C(N)=O)c1N)c1ccc2c(c1)OCO2,2,196,11,90,79,-2,196,-6%,-56%
COc1ccc(N2C(=O)CC(N3CCN(c4ccc(S(=O)(=O)N5CCCC5)cc4)CC3)C2=O)cc1 (stereo not given),2,191,7,86,79,-3,191,-5%,-14%
COc1ccc(/C=N/NC(=O)c2nc(Cl)c(Cl)c(N)c2Cl)cc1COc1ccccc1F,11,181,.,.,.,-11,181,-6%,13%
Cc1ccc(CNC(=O)C2CCCN(Cc3cnn(-c4ccccc4)c3-n3cccc3)C2)cc1 (stereo not given),-6,100,.,.,.,6,100,2%,-14%
Cn1c(=O)[nH]c(=O)c2c1nc(N1CCNCC1)n2CCOc1ccccc1,-6,148,10,95,85,6,148,.,.
CC(Sc1ccc(Cl)cc1)C(=O)Nc1ccccc1C(=O)N1CCOCC1 (stereo not given),-9,212,.,.,.,9,212,6%,-2%
O=C(CN(Cc1ccc2c(c1)OCO2)C(=O)CSc1nc2ccccc2o1)NC1CCCCC1,9,79,-48,47,94,-9,79,-6%,-10%
CC1CC1C(=O)OCC(=O)NC(=O)NCc1ccco1 (stereo not given),-4,208,6,96,90,4,208,-8%,-4%
COC(=O)CNS(=O)(=O)c1ccc(OC)cc1,-7,177,1,92,91,7,177,-7%,-3%
CCOC(=O)c1c(-c2ccc(C)cc2C)csc1NC(=O)CSc1nnnn1C,.,.,-2,66,68,.,.,-9%,-60%
# New compounds follow
SMILES,NFkB transloc inh,NFkB transloc inh cell count 2 µM,MRP reversal,MRP reversal cytotoxicity,MRP reversal with doxorubicin,IL1B NFkB pot,IL1B NFkB pot cell count 2 µM,Bcl-B displacement,PLAP inhibition
COc1ccc(C(=O)c2ccc(N(C)C)cc2)c2ccccc12,10,108,-22,27,49,-10,108,.,.
FC(F)C(F)(F)C1=CC(c2ccccc2)=NCCN1,-22,172,5,106,101,22,172,-3%,25%
COc1ccc2[nH]c(=O)c3c(c2c1)OC(C)(C)C=C3,8,132,-22,49,71,-8,132,-1%,13%
CC(=O)C1=C(O)C(=O)N(c2nccs2)C1c1ccccc1 (stereo not given),-36,166,3,100,97,36,166,10%,11%
O=C(Nc1ccc(S(=O)(=O)N2CCOCC2)cc1)c1ccco1,-4,172,-11,84,95,4,172,-7%,9%
Cc1cccc(OCC(=O)Nc2ccc(S(=O)(=O)N3CCCC3)cc2)c1,15,193,-11,93,104,-15,193,.,-20%
Cc1ccc(N(CC(=O)NCCSCc2ccco2)S(=O)(=O)c2ccc(C)cc2)cc1,8,127,.,.,.,-8,127,4%,-32%
O=C(Cn1ncc2c1-c1ccccc1OC2)N(Cc1ccco1)C1CCCCC1,-11,66,-11,88,98,11,66,1%,-60%
CCC(CO)N=CC1=C(O)CC(C)(C)CC1=O (stereo not given),-19,126,-18,81,99,19,126,-6%,-3%
Cc1ccc(S(=O)(=O)Nc2cc(C)nn2-c2ccccc2)cc1,.,.,5,91,86,.,.,8%,1%
CC(C)(C)C1CC=C2C(C#N)=C(N)C(C#N)(C#N)C(c3cccs3)C2C1 (stereo not given),-35,199,45,65,20,35,199,-73%,-46%
C/C(=N\OC(=O)NC1CCCCC1)c1sc(-c2ccccc2)nc1C,?,.,.,.,.,-34,126,-5%,-5%
O=C(COC(=O)C1=COCCO1)Nc1ccccc1Oc1ccccc1,0,135,9,90,82,0,135,-2%,17%
Cc1c(NC(=O)c2c(F)cccc2F)c(=O)n(-c2ccccc2)n1C,2,187,18,104,86,-2,187,-1%,21%

# Compound profiles, as listed above. Order of values: NFkB transloc inh | NFkB transloc inh cell count 2 µM | MRP reversal | MRP reversal cytotoxicity | MRP reversal with doxorubicin | IL1B NFkB pot | IL1B NFkB pot cell count 2 µM | Bcl-B displacement | PLAP inhibition
# `Cc1ccc(S(=O)(=O)Nc2cc(C)nn2-c2ccccc2)cc1` across the screens: . | . | 5 | 91 | 86 | . | . | 8% | 1%
# `CC(C)(C)C1CC=C2C(C#N)=C(N)C(C#N)(C#N)C(c3cccs3)C2C1` (stereo not given) across the screens: -35 | 199 | 45 | 65 | 20 | 35 | 199 | -73% | -46%
